NPR1 activator = GC-A (human) enzyme activation; activation, % at 10 µM; HEK293 GC-A cells, cGMP TR-FRET, EC30 ANP; 0% at EC30 ANP, 100% saturating ANP; P16066; hit rate 0.14% among 370,000; in the data active = activation above about 40%
TCR CD3 inh = blocks the human TCR-CD3 interaction | AID 651800 | inhibition, % at 9.4 µM | TAMRA-labeled TCR probe fluorescence, biochemical | hit rate 0.37% among 360,000; in the data active = inhibition above about 19%;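 note: recombinant mutant TCR 2C K166C tagged with TAMRA read by polarization; 0% = receptor in buffer alone and 100% = receptor with positive control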
mABHD4 FP = inhibits mouse alpha/beta hydrolase domain 4; inhibition, % at 8.92 µM; Q8VD66; purified mABHD4, FP-Rh probe fluorescence polarization; hit rate 0.54% among 370,000;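 active = inhibition exceeding the mean over every tested compound plus 3 SD, cut at about 30% in these data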;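 note: 0% = plate median of compound wells and 100% = S159A mutant with DMSO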
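Material: mouse ABHD4 enzyme, wild type; Benchmarks: S159A mutant high control, sample median low control; Buffer or medium: HEPES pH 7.0, NaCl, Pluronic buffer; Signal: fluorescence polarization; Read-out: percent inhibition of probe binding, normalized to plate controls; Timing: pre-incubation 45 min, probe exposure 60 min, at 25 °C; Dosing: 8.92 µM, single dose.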
MBD2 inh = MBD2-methylated oligo binding inhibition | Q9UBB5 | TR-FRET, MBD2 binding to methylated oligonucleotide | inhibition, % at 4.4 µM | hit rate 0.31% among 370,000; in the data active = inhibition above about 13%
HTRA1 inh = HTRA1 (human) protease inhibition. inhibition, % at 5.96 µM. hit rate 0.5% among 340,000. Q92743. recombinant HTRA1, FP-rhodamine activity-based probe, fluorescence polarization; in the data active = inhibition above about 36%;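 note: 0% = enzyme with DMSO and 100% = wells lacking enzyme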
rCAG binder = r(CAG) repeat RNA binding | TO-PRO-1 dye displacement fluorescence | inhibition, % at 3 µM | hit rate 1.3% among 370,000;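 active = inhibition above the plate cutoff, the mean of all test compounds on that plate plus 3 SD, cut at about 35% in these data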;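 note: 0% = DMSO alone and 100% = 100 µM mitoxantrone as full dye displacement; higher means more dye released from RNA so lower well fluorescence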
UHRF1 binding = human UHRF1 methylated DNA binding inhibitors; Q96T88; UHRF1 binding to methylated oligo, TR-FRET; inhibition, % at 4.4 µM; hit rate 0.75% among 370,000; AID 687016; in the data active = inhibition above about 21%;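 note: UHRF1 SRA domain binding a hemimethylated CpG hairpin DNA probe; 0% = median of test compound wells and 100% = reference inhibitor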
SIAE primary = human SIAE inhibition, primary screen; Q9HAT2; SIAE FP-Rh probe binding, fluorescence polarization; inhibition, % at 9.66 µM; hit rate 0.69% among 370,000;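 active = inhibition above a cutoff: mean of compounds within the control limits plus 3 SD of those, cut at about 17% in these data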;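 note: 0% = plate median of compound wells and 100% = probe without SIAE protein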
PRMT1 inh = PRMT1 (human) inhibition, primary screen; Q99873; recombinant PRMT1, activity-based probe fluorescence polarization; inhibition, % at 2.79 µM; hit rate 1.3% among 370,000; AID 652257;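 active = inhibition above about 21% made by adding two undisclosed values, limit read from the data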
GC-B act = GC-B (human) receptor activation; P20594; HEK293-GC-B cells, CNP EC30, cGMP TR-FRET; 0% at EC30 CNP, 100% saturating CNP; activation, % at 10 µM; hit rate 0.11% among 370,000;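 active = activation at 10 µM reaching about 35% in either raw or pattern-adjusted values, limit read from the data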
Target sequence (P20594 whole entry, looked up): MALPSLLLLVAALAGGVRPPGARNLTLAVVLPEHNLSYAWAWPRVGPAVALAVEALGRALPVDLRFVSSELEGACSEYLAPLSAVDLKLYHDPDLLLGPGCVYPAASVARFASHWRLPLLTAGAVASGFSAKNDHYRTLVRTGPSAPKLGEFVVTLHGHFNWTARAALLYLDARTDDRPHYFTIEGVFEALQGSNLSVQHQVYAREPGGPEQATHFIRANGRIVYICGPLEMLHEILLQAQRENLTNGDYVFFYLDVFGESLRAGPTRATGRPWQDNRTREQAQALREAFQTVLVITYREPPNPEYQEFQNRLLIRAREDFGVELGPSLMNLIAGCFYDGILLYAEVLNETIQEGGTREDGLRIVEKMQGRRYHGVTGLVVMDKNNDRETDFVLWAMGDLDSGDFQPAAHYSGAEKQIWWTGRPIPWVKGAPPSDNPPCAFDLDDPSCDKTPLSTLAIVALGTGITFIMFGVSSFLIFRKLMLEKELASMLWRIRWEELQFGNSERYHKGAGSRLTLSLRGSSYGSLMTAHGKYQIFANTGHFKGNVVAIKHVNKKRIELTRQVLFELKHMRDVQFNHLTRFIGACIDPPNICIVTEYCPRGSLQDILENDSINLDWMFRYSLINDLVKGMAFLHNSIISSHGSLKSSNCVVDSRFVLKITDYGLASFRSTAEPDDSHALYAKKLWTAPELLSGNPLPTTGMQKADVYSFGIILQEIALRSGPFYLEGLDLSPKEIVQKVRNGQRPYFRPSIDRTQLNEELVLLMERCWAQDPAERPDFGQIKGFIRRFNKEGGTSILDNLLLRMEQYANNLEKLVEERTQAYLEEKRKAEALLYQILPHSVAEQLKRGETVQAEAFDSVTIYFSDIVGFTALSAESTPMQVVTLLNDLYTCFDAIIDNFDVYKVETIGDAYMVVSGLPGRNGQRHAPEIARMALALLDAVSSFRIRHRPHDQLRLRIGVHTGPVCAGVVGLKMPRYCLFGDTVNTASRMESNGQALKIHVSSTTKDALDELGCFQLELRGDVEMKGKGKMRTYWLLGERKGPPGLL
The depositor's hits bear a star; x = no result given.

SMILES	NPR1 activator	TCR CD3 inh	mABHD4 FP	MBD2 inh	HTRA1 inh	rCAG binder	UHRF1 binding	SIAE primary	PRMT1 inh	GC-B act
CC1CCCN(CCOc2cccc(Oc3ccccc3)c2)C1 (centres undefined)	-5.5	-0.6	8.6	6.1	3.8	-11.6	0.6	-3.1	-5.3	-3.0
O=C(NCc1ccccn1)c1ccc(/C=N/O)nc1	-0.2	-1.4	-1.5	-1.1	6.3	2.1	-1.1	-2.1	-1.8	-0.2
CCC1=NN(S(=O)(=O)c2ccc(C)cc2)C(O)(C(F)(F)F)C1 (centres undefined)	0.0	6.6	-0.9	-1.0	8.6	-4.6	-0.5	9.8	-1.6	1.7
CCOC(=O)[C@]12CCC=C1N(Cc1cccc3ccccc13)C(=O)[C@H](CC(=O)N1CCN(C(=O)C3CC3)CC1)C2	-0.4	-0.9	2.6	2.1	x	2.9	-0.8	-4.8	2.9	3.2
Cc1ccc(NC(=O)COc2ccc(N(C)S(=O)(=O)c3ccc(F)cc3)cc2)cc1	-3.0	1.6	-7.9	-0.7	-31.6	2.3	-1.3	-7.8	5.9	2.1
CC(C)(C)C(=O)Nc1ccccc1N1CCN(c2ccc(F)cc2)CC1	6.0	11.3	-1.2	-4.3	5.9	-4.1	-1.0	3.6	-1.1	-3.3
CCOC(=O)C1(Cc2ccc(Cl)cc2)CCN(Cc2ccon2)CC1	-0.6	1.9	5.3	7.5	-7.6	-6.8	0.4	4.5	3.3	1.0
CCOC(=O)Cc1nn(C)c(=O)c2ccccc12	0.1	-5.1	6.3	4.1	1.8	13.3	26.1*	-3.1	4.8	-1.9
CCOC(=O)C1CCCCN1C(=O)CCn1nnnc1CN1CCOCC1 (centres undefined)	0.9	0.0	1.1	2.4	2.9	0.3	-0.9	13.9	-0.3	6.0
Cc1ccc(C)c(N2CCN(C(=O)c3ccc4c(c3)c(C)c(C)n4C)CC2)c1	-1.6	-12.2	-12.7	0.8	-30.4	-0.4	3.0	4.0	3.2	-0.7
CC(=O)N(Cc1cc2c(C)cc(C)cc2[nH]c1=O)C1CCCCC1	-0.7	-8.9	-3.6	7.5	-2.8	-8.0	9.0	8.6	2.0	1.6
O=C1C/C(=C/NCc2ccccc2)C(=O)N1	3.5	7.5	6.1	-0.3	2.1	-4.3	-2.5	5.3	0.5	1.3
CC(=O)C1=C(C)N(Cc2ccccc2)C(=O)N[C@H]1c1cccc(C(F)(F)F)c1	-0.1	0.2	0.2	0.2	-16.3	-6.3	1.6	3.3	0.0	-1.6
CCCCCCCCN1C(=O)[C@@H](CC(=O)N2CCN(C(=O)c3ccco3)CC2)C[C@@]2(C(=O)OC)C1=C[C@H](C1CCCC1)O[C@@H]2C	-3.5	1.2	4.5	-4.7	x	13.5	-2.7	-2.1	0.2	-0.5
CN(C(=O)c1ccc(NC(=O)Cc2ccc(NC(=O)C3CCCN(C(=O)c4ccccc4)C3)cc2)cc1)C1CC1 (centres undefined)	1.4	-0.6	8.6	-6.1	-1.6	7.2	-2.8	-2.5	-2.8	3.1
Cc1ccc(S(=O)(=O)N2CC(CO)=CCC2c2ccccc2)cc1 (centres undefined)	0.7	1.2	-1.2	2.5	x	0.5	-3.3	1.9	-0.8	-13.9
NC(=O)C1CCN(C2OC(=O)c3ccccc32)CC1 (centres undefined)	-4.5	-0.9	1.9	-1.9	-2.5	0.5	2.3	13.0	-2.1	-9.8
O=C(COCc1cc(-c2ccc3c(c2)OCO3)on1)Nc1cccnc1Cl	-1.1	1.9	0.2	1.9	-3.8	-3.8	-2.4	8.5	-2.1	1.1
COc1ccc(C)cc1NC(=O)CO/N=C(\N)CC(=O)NC1CCCCC1	-2.6	-2.9	7.9	4.0	-3.8	1.6	0.8	5.9	1.9	-1.7
Cc1cccc(C)c1NC(=O)CNC(=O)c1cn(-c2ccccc2)nc1-c1ccccc1	-2.4	-0.4	-6.8	-4.9	-21.0	0.2	0.1	-4.1	1.0	2.2
c1ccc2nc(-c3ccc(N4CCOCC4)cc3)ccc2c1	12.4	13.3	0.9	-4.2	3.3	-1.6	2.6	5.0	-2.7	14.4
CCC(=O)NC(=S)Nc1cccc(Cl)c1N1CCCCC1	-9.8	-5.5	-10.7	3.8	-22.5	3.5	0.5	-4.3	-3.4	-14.0
COc1ccc(C2C(C(=O)c3ccco3)=C(O)C(=O)N2CCN2CCOCC2)c(OC)c1 (centres undefined)	-1.1	0.5	-1.1	-1.4	6.8	3.6	-8.5	-3.7	3.0	-6.5
COc1ccc(/C=C2\N=C(c3ccccc3Cl)NC2=O)cc1	-13.2	2.2	-8.0	1.0	x	5.1	6.2	-4.1	-2.5	-12.4
Cc1ccc(CNC(=O)c2ccc3c(=O)n4c(-c5ccc(C)cc5)csc4nc3c2)cc1	-1.2	0.1	-1.2	0.1	-29.3	6.7	5.2	-5.4	-4.5	-4.6

More structures follow.
SMILES	NPR1 activator	TCR CD3 inh	mABHD4 FP	MBD2 inh	HTRA1 inh	rCAG binder	UHRF1 binding	SIAE primary	PRMT1 inh	GC-B act
COc1ccc(OCc2nc(N)nc(Nc3cccc(C)c3C)n2)cc1	-1.3	-3.3	6.0	0.1	1.8	-4.1	1.1	4.8	0.8	-1.3
C=CCOc1c(Br)cc(CNn2nnnc2N)cc1OCC	-2.1	1.2	-2.9	-5.5	0.2	-4.3	-1.7	-2.6	0.4	-4.5
COc1ccc(OCC(=O)Nc2ccc3nc(C)sc3c2)cc1	3.3	6.6	-9.3	-2.4	1.3	-4.8	1.1	2.1	-1.9	-2.5
O=C(NCc1ccccn1)c1ccco1	1.2	7.8	6.2	4.8	5.2	3.6	13.7	9.1	-3.0	-0.6
O=C(Nc1nnc(-c2ccco2)o1)C1CCCCC1	5.4	-3.1	2.7	2.7	2.3	0.6	0.6	-5.7	-0.1	2.8
COc1ccccc1-c1nnc2sc(C3CCCCC3)nn12	2.9	9.2	-0.3	-2.1	-0.2	-7.2	-1.9	6.3	-2.0	-1.8
O=C(Nn1cnnc1)c1ccc(Cl)cc1	-0.4	-4.3	-2.0	0.7	10.2	2.3	0.2	3.5	-0.2	3.1
COc1ccccc1CNC(=O)COc1cc(O)c2c(c1)OC(C)(C)CC2=O	-1.2	3.3	-7.1	1.0	x	-5.5	0.8	-4.4	-2.3	8.1
CN(CC(=O)NCCc1ccc(Cl)cc1)S(=O)(=O)c1ccc2c(c1)c(=O)n(C)c(=O)n2C	-0.3	5.4	-1.8	-6.2	-1.1	-0.4	-1.2	-0.7	0.7	-2.4
COc1ccccc1NC(=O)C1CC(=O)OC1c1ccccc1 (centres undefined)	1.3	-4.4	-5.8	-5.2	2.4	-1.2	0.9	2.9	4.1	-0.2
O=c1oc(-c2ccccc2NS(=O)(=O)c2ccc(Cl)cc2)nc2ccccc12	-5.0	-5.9	-27.7	3.1	-27.6	39.1*	6.6	-5.4	-4.5	0.3
CCOc1cc(/C=C/C(=O)c2ccc3c(c2)OCCO3)ccc1OCC(=O)N(C)C	7.8	-1.9	-4.7	2.4	3.6	2.4	-0.3	-4.9	2.2	0.9
CCCCCCOc1ccc(C(=O)NCCCn2ccnc2)cc1	2.7	-7.5	-2.8	1.0	1.0	-6.1	0.8	-5.8	3.3	-6.4
Cc1ccc(NC(=O)CSc2ncc3ccccn23)cc1	1.6	1.5	5.2	-2.0	2.7	1.6	1.7	1.9	2.3	3.1
CCOC(=O)c1cc(C(=O)NC(C)c2ccccc2)c(=O)[nH]c1C (centres undefined)	5.3	-2.3	1.2	-1.6	2.5	-2.2	1.5	2.1	-2.8	0.3
CCOc1ccc(Cc2nc(-c3nonc3N)no2)cc1OCC	1.7	0.6	1.0	2.4	-4.0	2.4	0.4	0.9	0.1	-4.9
CCc1nccn1S(=O)(=O)c1ccc(C)c(C)c1	2.8	1.5	4.6	4.5	4.4	0.9	-0.4	1.6	-1.3	0.0
Cc1ccc(OCC(=O)NNC(=O)c2cccnc2)cc1C	1.9	3.0	-1.4	1.7	5.7	-0.2	-1.1	3.6	11.8	4.2
COc1ccc(-c2csc(N3CCN(S(=O)(=O)c4ccc5c(c4)NC(=O)CO5)CC3)n2)cc1	1.4	-5.6	-5.5	-2.2	-10.9	14.8	0.0	-1.4	-2.6	-1.9
CCCCCCOC(=O)Sc1nc2ccccc2o1	16.6	1.8	-1.4	4.5	6.8	-0.9	2.9	-2.9	3.1	-0.2
COc1ccc(NC(=S)N(CCN2CCOCC2)Cc2cc3cc4c(cc3[nH]c2=O)OCCO4)cc1	4.1	-6.0	3.4	2.4	5.9	3.7	1.4	-3.3	4.0	-2.7
COc1ccc(C(=O)c2coc3ccc(O)c(CN4CCOCC4)c23)cc1	-2.3	-3.0	4.0	1.2	-1.8	2.1	0.6	1.9	-1.7	-1.2
CCCCc1nc2cc(C(=O)N3CCCCC3COC)ccc2o1 (centres undefined)	1.1	2.1	3.1	1.7	4.1	-8.7	-1.4	-0.8	-1.5	-1.6
COC(=O)c1c(C)[nH]c(C(C)=O)c1C	2.9	9.3	6.5	-1.5	-6.1	33.5	0.8	5.2	4.3	2.6
CCN1C(=O)[C@H]2[C@@H](c3ccc(C)cc3)N3C(=O)N(c4cccc(F)c4)C(=O)[C@@]3(CC)[C@H]2C1=O	-4.6	-4.0	-2.4	0.8	-10.7	-5.2	4.8	3.3	1.2	3.1

Full records from above:
Results for `O=C(NCc1ccccn1)c1ccco1` : NPR1 activator: 1.2; TCR CD3 inh: 7.8; mABHD4 FP: 6.2; MBD2 inh: 4.8; HTRA1 inh: 5.2; rCAG binder: 3.6; UHRF1 binding: 13.7; SIAE primary: 9.1; PRMT1 inh: -3.0; GC-B act: -0.6
Results for `COc1ccc(-c2csc(N3CCN(S(=O)(=O)c4ccc5c(c4)NC(=O)CO5)CC3)n2)cc1` : NPR1 activator: 1.4; TCR CD3 inh: -5.6; mABHD4 FP: -5.5; MBD2 inh: -2.2; HTRA1 inh: -10.9; rCAG binder: 14.8; UHRF1 binding: 0.0; SIAE primary: -1.4; PRMT1 inh: -2.6; GC-B act: -1.9

(list continues)
SMILES	NPR1 activator	TCR CD3 inh	mABHD4 FP	MBD2 inh	HTRA1 inh	rCAG binder	UHRF1 binding	SIAE primary	PRMT1 inh	GC-B act
O=C1c2ccc3c4c(ccc(c24)C(=O)N1CCCCO)C(=O)N(CCCCO)C3=O	17.8	33.5*	37.9*	12.0	18.1	-4.9	15.2	16.6	9.1	-4.9
CCCSCCCNC(=O)c1ccccc1NC(=O)C1=CSCCO1	-5.9	0.4	-5.1	-3.1	-15.8	-5.6	-1.6	3.8	-2.0	-0.5
CCCCn1c(N)c(N(CCOC)C(=O)c2cc(-c3ccncc3)nc3ccccc23)c(=O)[nH]c1=O	1.1	1.8	3.8	-1.1	1.1	3.1	3.0	2.2	2.8	4.3
O=C(c1ccc2c(c1)OCO2)N1CCc2ccccc2C1	2.4	-1.1	9.2	7.2	-0.3	-1.4	-0.9	4.5	2.2	-2.9
CCOP(=O)(OCC)C(Nc1cccc([N+](=O)[O-])c1)c1ccc(N(C)C)cc1 (centres undefined)	-5.6	8.0	6.0	0.3	x	-7.4	-2.2	-7.1	-0.9	1.3
CCCCCCCCN1C(=O)[C@@H](CC(=O)NCc2ccccc2)C[C@@]2(C(=O)OC)C1=C[C@H](COCc1ccccc1)O[C@@H]2C	-3.4	x	2.1	2.0	x	8.0	0.2	-0.4	3.0	-4.0
CCOc1ccc(N(C)S(=O)(=O)c2cc(-c3cc(C)no3)ccc2OC)cc1	-1.4	5.1	-1.9	-0.6	-19.9	2.4	0.1	-9.4	1.4	2.2

Only part of the results is shown. The share of hits here may be higher or lower than overall.
